Assay outcomes as filed in PubChem.
TRPV1 ag: HTS Assay for Compounds that Act as Agonists of the Vanilloid Receptor 1; Transient receptor potential cation channel subfamily V member 1 (Homo sapiens), Q8NER1; TRPV1-expressing cells, Fluo-8 calcium influx, agonist mode; actives 0.19% (n = 320,000); activation, % at 8.33 µM; in the data active means activation above about 80%; inconclusive means between about 30% and that limit; further: 0% is about no effect
Target sequence (Q8NER1 whole entry, looked up): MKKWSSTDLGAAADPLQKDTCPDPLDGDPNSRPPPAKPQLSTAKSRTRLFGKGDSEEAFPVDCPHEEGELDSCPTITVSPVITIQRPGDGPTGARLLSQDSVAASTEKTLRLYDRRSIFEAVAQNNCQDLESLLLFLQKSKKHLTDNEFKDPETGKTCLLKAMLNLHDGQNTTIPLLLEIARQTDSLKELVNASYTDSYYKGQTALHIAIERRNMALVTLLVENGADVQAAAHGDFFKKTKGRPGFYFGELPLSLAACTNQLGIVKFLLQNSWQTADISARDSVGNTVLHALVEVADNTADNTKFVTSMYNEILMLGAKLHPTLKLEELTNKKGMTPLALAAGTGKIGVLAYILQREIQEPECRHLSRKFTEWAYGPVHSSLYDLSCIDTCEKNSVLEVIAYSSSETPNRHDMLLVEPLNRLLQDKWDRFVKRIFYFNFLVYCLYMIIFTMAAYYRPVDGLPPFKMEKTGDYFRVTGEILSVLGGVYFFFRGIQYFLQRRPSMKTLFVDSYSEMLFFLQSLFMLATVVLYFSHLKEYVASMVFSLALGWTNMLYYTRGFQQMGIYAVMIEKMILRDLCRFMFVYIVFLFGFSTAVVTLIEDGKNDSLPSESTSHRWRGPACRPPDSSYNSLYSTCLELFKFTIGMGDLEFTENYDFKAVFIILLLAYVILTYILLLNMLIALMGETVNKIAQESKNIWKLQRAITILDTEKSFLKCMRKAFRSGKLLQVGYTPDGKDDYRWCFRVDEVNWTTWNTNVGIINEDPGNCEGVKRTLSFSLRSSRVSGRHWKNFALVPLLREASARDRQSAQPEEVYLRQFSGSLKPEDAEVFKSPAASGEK
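Cells expressing TRPV1 were dye-loaded with Fluo-8 and read kinetically: 10 s baseline, 3 min after compound (agonist portion), then 2 min after EC20 capsaicin (allosteric enhancer portion). Calcium-bound dye fluorescence at 480/520 nm.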
PKM2 act: qHTS Assay for Activators of Human Muscle isoform 2 Pyruvate Kinase | Pyruvate kinase PKM (Homo sapiens), P14618 | purified PKM2, Kinase-Glo ATP luminescence, activation; response scale: 0% is enzyme alone, no compound | Potency, µM (series often up to 57.5 µM), without a hit: at the top dose activation, hits mostly activators | actives 0.34% (n = 260,000) | AID 1631, 2009; further: potency means the concentration at half of the fitted maximal effect; on the % scale 0 is the no-effect control and ±100 the full control effect; nearly all actives have a fitted effect of over 55% in size
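hPK-M2, >95% pure; 0.1 mM ADP / 0.5 mM PEP final; imidazole pH7.2 buffer w/ 7 mM MgCl2, 50 mM KCl; 1 h RT; Kinase-Glo lum. Intermediate enzyme activity for dual inhibitor/activator qHTS.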
FBPA coupling cs: qHTS Assay for Inhibitors of Fructose-1,6-bisphosphate Aldolase from Giardia Lamblia: Coupling assay counterscreen. coupling enzyme system counterscreen, AmpLite Red fluorescence. activity change, negative = inhibition, % at 58.2 µM, hits read low. actives 0.67% (n = 290,000); in the data active means activity change below about -30%; further: on the % scale 0 is the no-effect control and ±100 the full control effect
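Counterscreen lacking aldolase: glyceraldehyde-3-phosphate coupling-enzyme reagent preincubated 10 min at RT with compound (at 57.5 uM final), then substrate/coupling system with AmpLite Red added; fluorescence read at 525/598 nm after 20 min RT.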
USP2a inh: qHTS Assay for Inhibitors of Ubiquitin-specific Protease USP2a Using CHOP2 as the Reporter; USP2 core, Ub-CHOP2 coupled fluorogenic reporter, 485/531; Potency, µM (series often up to 38.3 µM), inactives show at the highest dose activity change, negative = inhibition, hits mostly inhibitors; actives 0.01% (n = 330,000);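 further: potency means the concentration at half of the fitted maximal effect; plate controls were DMSO wells for no effect and full inhibition by NEM control for full effect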
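Cell-free coupled assay: 10nM USP2 core preincubated 30min RT with compound in Tris-HCl pH 8.0/CaCl2/CHAPS buffer, then 25nM Ub-CHOP2 and 25nM reporter substrate; fluorescence (Ex 485/Em 531) read after 60min RT, normalized to NEM inhibition, concentration-response curves fitted.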
MLL CXXC-DNA inh: qHTS Fluorescence Polarization Assay for Inhibitors of MLL CXXC domain - DNA interaction; MLL-CXXC / FITC-HOXA9 DNA fluorescence polarization; Potency, µM (highest dose often 115 µM), inactives show at the highest dose activity change, negative = inhibition, hits mostly inhibitors; actives 0.037% (n = 290,000); AID 2662, 2010; active means well fitted inhibition curve with a large enough effect in the polarisation, with a control signal flat, not every such curve was filed as active; inconclusive means small, poorly fitted or top-dose-only effect, or effect the other way, or a change in a side signal; inactive means no such curve, though single readings can be large or run the other way; the % refers to the polarisation; further: potency means the concentration at half of the fitted maximal effect
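Fluorescence polarization: 7 uM MLL-CXXC (stock) preincubated 5 min with compounds, then 50 nM fluorescein-HOX-A9 DNA (stock) added; 30 min ambient. Buffer 50 mM Tris-HCl pH 7.5, 50 mM NaCl, 1 mM DTT, 0.05% BSA.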
KCNH2 WT inh: qHTS for Inhibitors of KCHN2 3.1: Wildtype qHTS; actives 0.37% (n = 340,000); U2OS, BacMam KCNH2, thallium flux FluxOr; hits give low values; Voltage-gated inwardly rectifying potassium channel KCNH2 (Homo sapiens), Q12809; activity change, % at 1.84 µM;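 active means maximum activity change below -70%; inconclusive means maximum activity change between -70% and -50%; inactive means maximum activity change above -50%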; further: on the % scale 0 is the no-effect control and ±100 the full control effect
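U2OS cells transduced with wild-type KCNH2 virus are loaded with FluxOr dye for 45 min, and thallium flux is measured in kinetic reads before and after stimulation buffer. Rate constants are normalized to DMSO controls.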
Menin-MLL TR inh: qHTS Assay for Inhibitors Targeting the Menin-MLL Interaction in MLL Related Leukemias: Competition With Texas Red Labeled MLL-derived Mutant Peptide | O00255 | Menin + Texas Red MLL mutant peptide, fluorescence polarization | Potency, µM (doses to about 61.6 µM), for the others: top-dose FP activity change, negative = inhibition, hits mostly inhibitors | actives 0.23% (n = 270,000) | AID 1768, 2009; active means well fitted inhibition curve with a large enough effect in the polarisation, with a control signal flat, not every such curve was filed as active; inconclusive means small, poorly fitted or top-dose-only effect, or effect the other way, or a change in a side signal; inactive means no such curve, though single readings can be large or run the other way; the % refers to the polarisation; further: potency means the concentration at half of the fitted maximal effect; % of control where 0% means no effect; many of its hits are not listed in these tables
Giardia killer: Small Molecules that selectively kill Giardia lamblia: qHTS. activity change, % at 7.66 µM, hits read low. Giardia lamblia trophozoite viability. actives 0.15% (n = 340,000); in the data active means activity change below about -80%; inconclusive means between about -30% and that limit;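 further: parasites exposed to compound for two days anaerobically before the ATP read; on the % scale 0 is the no-effect control and ±100 the full control effect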
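Killing of trophozoites was scored by loss of ATP luminescence after a 48 hrs anaerobic exposure to compounds at 37 deg C, using 100 cells per well.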
KCNH2 3.1 block: qHTS for Inhibitors of KCHN2 3.1: Mutant qHTS; U2OS KCNH2 3.1, thallium flux FluxOr; hits give low values; activity change, % (tested at about 1.8 µM); actives 0.95% (n = 340,000); AID 720553, 2013;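 active means maximum activity change below -70%; inconclusive means maximum activity change from -70% to -50%; inactive means maximum activity change above -50%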;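 further: thallium influx rate constant from kinetic fluorescence after stimulation buffer; on the % scale 0 is the no-effect control and ±100 the full control effect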
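Virally transduced U2OS (3.1 isoform, 4 h infection in dark at RT) → overnight 37 C → FluxOr + Red40 in HBSS/HEPES, 45 min → stimulation buffer, 2 min kinetic read → rate constant vs DMSO controls.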
B2AR arrestin: qHTS assay of beta-arrestin-biased ligands of beta2-adrenergic receptor; actives 0.02% (n = 330,000); Potency, µM (highest dose often 46.1 µM), for the others: at the top dose activation, hits mostly activators; Beta-2 adrenergic receptor (Homo sapiens), P07550; AID 492947, 2010; beta-arrestin recruitment to beta2AR, cell-based reporter;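 further: potency means the concentration at half of the fitted maximal effect; 0% = DMSO controls and full agonism = EC100 isoproterenol or metaproterenol; nearly all actives have a fitted effect of over 65% in size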
GALK inhibitor: qHTS Assay for Inhibitors of Human Galactokinase (GALK); P51570; Purified GALK, Kinase-Glo residual ATP luminescence; Potency, µM (top dose mostly 57.5 µM), for inactives: at the highest dose activity change, negative = inhibition, hits mostly inhibitors; actives 0.007% (n = 270,000); further: potency means the concentration at half of the fitted maximal effect; on the % scale 0 is the no-effect control and ±100 the full control effect
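The enzyme phosphorylates galactose (100 uM) using ATP (35 uM); inhibition is detected as higher residual ATP, quantified by bioluminescence after 1 h reaction at room temperature, pH 8.0.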
Active calls of the source: *; u = inconclusive; x = not tested or not shown; [ ] = dose if it differs, or a comment. Unless noted, the call rests on the fitted dose curve; in most records, active means well fitted curve in the direction sought with a large enough effect; inconclusive means small, poorly fitted or top-dose-only effect, or another doubt; inactive means no such curve, though single readings can be large; an effect the other way counts as inactive or inconclusive. Not all compounds are listed, so the mix of outcomes need not match the whole.

SMILES	TRPV1 ag	PKM2 act	FBPA coupling cs	USP2a inh	MLL CXXC-DNA inh	KCNH2 WT inh	Menin-MLL TR inh	Giardia killer	KCNH2 3.1 block	B2AR arrestin	GALK inhibitor
CN1C(=O)C(=Cc2ccccc2Oc2ccc(Cl)cc2)C(=O)N(C)C1=O	-4	-2%	1	-3%	u	-1	-5%	5	-1	0.1%	1%
COc1ccc(OC)c(N2Cc3ccccc3C2=N)c1	-2	-11%	-2	4%	6%	17	-21%	20	-6	0.3%	6%
CCOC(=O)c1ccc(N2C(=O)CC(N3CC=C(c4ccc(F)cc4)CC3)C2=O)cc1 (stereo not drawn)	-7	12%	-16	-7%	-8%	-3	3%	-17	13	0.1%	-2%
COc1ccc(-c2csc(NC(=O)COC(=O)Cc3ccccc3)n2)cc1OC	19	-11%	-3	1%	-6%	x	-9%	x	x	-0.1%	1%
CC(=O)N1CCN(CCN=Cc2c(O)n(-c3ccc(F)cc3)c(=S)[nH]c2=O)CC1	-2	x	1	-1%	14%	-9	10%	8	1	0.0%	-1%
CCC1(CC)C(=N)N(C)C(=O)NC1=O	-2	1%	1	4%	1%	-3	-15%	1	15	-1.0%	0%
COc1ccc(C2C(C(=O)N3CCC4(CC3)OCCO4)c3cc(OC)c(OC)cc3C(=O)N2C)cc1 (stereo not drawn)	5	-5%	1	1%	1%	3	-13%	2	-12	0.0%	2%
O=C(NC(=S)N1C[C@H]2C[C@H](C1)c1cccc(=O)n1C2)c1ccc(Cl)cc1	0	-7%	0	2%	0%	1	-5%	-21	8	5.0%	x
O=C(C(=O)N1CCOCC1)c1cn(Cc2ccccc2F)c2ccccc12	u	0%	5	1%	-1%	-27	-16%	15	-5	-0.4%	3%
COC(=O)C1=C(c2cccc(C#N)c2)C[C@@H]2CC[C@H]1N2C(=O)N1CCC(O)CC1	0	x	x	3%	x	-2	x	1	-3	-0.1%	x
CN(Cc1ccccc1)Cc1ccccc1OC(=O)N(C)C	-2	-1%	0	2%	7%	-8	1%	-11	-8	-0.1%	2%
CCC(=O)c1ccc(OC(=O)N(C)c2ccccc2)cc1	11	-10%	2	6%	5%	-1	-8%	-12	16	-1.1%	7%
O=C1N(c2ccc(Cl)cc2)C(c2cccnc2)N2CCCN12 (stereo not drawn)	21	-6%	5	0%	7%	-1	0%	8	-21	-0.1%	5%
Cc1nc2nc(C)c(CCC(=O)N3CCC4(CC3)OCCO4)c(C)n2n1	1	-1%	4	1%	-3%	-19	-14%	-1	2	-0.1%	-1%
Cc1cccn2c(=O)c3cc(C(=O)N4CCC5(CC4)OCCO5)n(C)c3nc12	3	0%	0	1%	17%	-1	10%	1	8	9.3%	-2%
COc1ccccc1NC(=O)c1cn(CCC#N)nc1-c1ccc(F)cc1	6	0%	-2	0%	37%[activator]	-1	-1%	-16	-3	0.4%	0%
C[N+]12CCC(CC1)C(=C(c1ccccc1)c1ccccc1)C2	0	-17%	-1	-6%	2%	25	-4%	u	1	-2.6%	3%
CC(=O)c1c(C)n(CC2CCCO2)c2ccc(O)cc12 (stereo not drawn)	0	2%	-1	-3%	-1%	-8	-7%	-6	7	-0.1%	-1%
Cc1ccc(S(=O)(=O)NCC2CCC(C(=O)N3CCC4(CC3)OCCO4)CC2)cc1 (stereo not drawn)	5	-6%	2	2%	-7%	1	-14%	4	2	-0.7%	-2%
Cc1[nH]c2ccccc2c1C1=CCNCC1	0	-11%	0	1%	2%	-1	14%	5	1	-0.1%	-1%
CN(C(=O)Cc1ccc(Cl)c(Cl)c1)C(CN1CCCC1)c1cccc(OCC(=O)O)c1 (stereo not drawn)	1	x	x	-1%	2%	-5	5%	-9	1	0.6%	x
Cc1ccc2c(c1)C1CN(C)CCC1N2C(=O)CCCN1C(=O)c2cccc3cccc(c23)C1=O (stereo not drawn)	x	8%	6	1%	4%	4	x	0	2	0.2%	-1%
COc1ccc(/C=C2/C(=O)NC(=O)N(C3CCCCC3)C2=O)cc1CSc1ccccn1	16	10%	0	2%	u	x	u	x	x	0.5%	x
CCC(=NCc1ccco1)c1c(O)n(C)c(=O)n(C)c1=O	-1	4%	-1	8%	6%	1	x	-18	-6	0.3%	0%
Cc1[nH]c2ccccc2c1/C=N/O	2	-12%	-1	-2%	-6%	4	6%	-28	-2	0.0%	1%
Cc1noc(C)c1C(=O)N1CCC2(CC1)OCCO2	0	5%	2	1%	0%	8	7%	17	0	-0.1%	1%
COc1ccc(-n2c(/C=C/c3ccc(O)cc3)nc3ccccc3c2=O)cc1	1	0%	0	1%	-1%	-93*	u	-23	-22	0.1%	-6%
O=C(N/N=C/c1c(O)n(C2CC2)c(=S)[nH]c1=O)c1ccccc1Cl	-2	0%	-1	2%	44%[activator]	-31	9%	u	-2	-0.5%	7%
CCNc1nc2[nH]c(=O)c3c(c2s1)OC(N)=C(C#N)C3c1cccs1 (stereo not drawn)	5	13%	-5	2%	-11%	2	11%	-13	6	-0.6%	2%
COC(=O)C1=C(c2ccc(F)cc2OCc2ccccc2)C[C@@H]2CC[C@H]1N2C(=O)NCc1ccc(C(C)(C)C)cc1	4	x	x	1%	x	4	x	-19	-19	0.1%	x
N#CC12CNCC1CN=N2 (stereo not drawn)	-1	-1%	1	-1%	4%	-2	13%	-13	1	-0.9%	8%
Cc1ccc(OCC(=O)N2CCN(C)CC2)c(Br)c1	4	-3%	-1	2%	-5%	1	-4%	-8	7	-0.7%	-3%
C=Cn1ccnc1P(=S)(c1nccn1C=C)C1CCCCC1	14	-3%	-2	0%	1%	4	-5%	-11	3	-0.2%	3%
Oc1ccccc1-[n+]1c(-c2ccccc2)cc(-c2ccccc2)cc1-c1ccccc1	0	x	x	0%	x	7	x	-12	-3	-0.5%	x
CC(NCc1ccc(Cl)c(Cl)c1)C(O)c1ccccc1 (stereo not drawn)	4	6%	1	0%	17%	2	-19%	1	-2	-0.2%	-3%
COc1ccc(N=Nc2c(O)[nH]c(=S)[nH]c2=O)cc1	0	x	3	2%	21%	-12	u	4	-13	0.6%	2%

Structures from the list above with fluorine, in the order listed:
SMILES	TRPV1 ag	PKM2 act	FBPA coupling cs	USP2a inh	MLL CXXC-DNA inh	KCNH2 WT inh	Menin-MLL TR inh	Giardia killer	KCNH2 3.1 block	B2AR arrestin	GALK inhibitor
CCOC(=O)c1ccc(N2C(=O)CC(N3CC=C(c4ccc(F)cc4)CC3)C2=O)cc1 (stereo not drawn)	-7	12%	-16	-7%	-8%	-3	3%	-17	13	0.1%	-2%
CC(=O)N1CCN(CCN=Cc2c(O)n(-c3ccc(F)cc3)c(=S)[nH]c2=O)CC1	-2	x	1	-1%	14%	-9	10%	8	1	0.0%	-1%
O=C(C(=O)N1CCOCC1)c1cn(Cc2ccccc2F)c2ccccc12	u	0%	5	1%	-1%	-27	-16%	15	-5	-0.4%	3%
COc1ccccc1NC(=O)c1cn(CCC#N)nc1-c1ccc(F)cc1	6	0%	-2	0%	37%[activator]	-1	-1%	-16	-3	0.4%	0%
COC(=O)C1=C(c2ccc(F)cc2OCc2ccccc2)C[C@@H]2CC[C@H]1N2C(=O)NCc1ccc(C(C)(C)C)cc1	4	x	x	1%	x	4	x	-19	-19	0.1%	x
